IMPase inh = cell-permeable inhibitors of inositol monophosphatase (IMPase); P97697; CHO-M1 cells, IP1 accumulation, HTRF TR-FRET ratio; inhibition (IP1 accumulation), % at 46.1 µM; 120,000 tested, under 10 active; AID 901; active = well fitted curve in the direction sought with a large enough effect in the signal ratio, not every such curve was filed as active; inconclusive = small, poorly fitted or top-dose-only effect, or a change in a side signal; inactive = no such curve, though single readings can be large or run the other way; the % refers to the signal ratio;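 also: cells stimulated with carbachol in lithium chloride buffer; plate controls were DMSO basal wells for no effect and reference inhibitor wells for full effect; higher means more IMPase inhibition seen as more IP1 and lower FRET ratio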
Target sequence (P97697 whole entry, looked up): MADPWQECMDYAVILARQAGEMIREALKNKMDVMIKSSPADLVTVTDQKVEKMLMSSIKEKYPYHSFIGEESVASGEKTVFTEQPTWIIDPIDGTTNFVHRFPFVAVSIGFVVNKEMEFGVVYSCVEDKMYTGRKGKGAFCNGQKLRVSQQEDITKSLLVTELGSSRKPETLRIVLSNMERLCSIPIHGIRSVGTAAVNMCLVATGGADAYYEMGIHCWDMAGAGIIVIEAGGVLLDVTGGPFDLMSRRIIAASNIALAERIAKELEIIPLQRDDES
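Elevated IP1 in lysates lowers TR-FRET signal (665/620 ratio and 620 channel reported). Cells were CHO-M1, given carbachol (50 uM as added) plus 50mM LiCl, pH 7.4, 30 min, 37C; compounds titrated up to 46 uM; AC50 by Hill equation.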
ALOX15B inhib = inhibitors of human 15-lipoxygenase 2 (ALOX15B); O15296; purified 15hLO-2, xylenol orange hydroperoxide absorbance; Potency, µM (titrated, usually from 57.1 µM), without a hit: at the top dose activity change, negative = inhibition, actives largely listed as inhibitors; 0.56% of 110,000 active; also: potency is read from the fitted curve at half-maximal effect; nearly all actives have a fitted effect of over 60% in size; many of its hits are not listed in these tables
Target sequence (O15296 whole entry, looked up): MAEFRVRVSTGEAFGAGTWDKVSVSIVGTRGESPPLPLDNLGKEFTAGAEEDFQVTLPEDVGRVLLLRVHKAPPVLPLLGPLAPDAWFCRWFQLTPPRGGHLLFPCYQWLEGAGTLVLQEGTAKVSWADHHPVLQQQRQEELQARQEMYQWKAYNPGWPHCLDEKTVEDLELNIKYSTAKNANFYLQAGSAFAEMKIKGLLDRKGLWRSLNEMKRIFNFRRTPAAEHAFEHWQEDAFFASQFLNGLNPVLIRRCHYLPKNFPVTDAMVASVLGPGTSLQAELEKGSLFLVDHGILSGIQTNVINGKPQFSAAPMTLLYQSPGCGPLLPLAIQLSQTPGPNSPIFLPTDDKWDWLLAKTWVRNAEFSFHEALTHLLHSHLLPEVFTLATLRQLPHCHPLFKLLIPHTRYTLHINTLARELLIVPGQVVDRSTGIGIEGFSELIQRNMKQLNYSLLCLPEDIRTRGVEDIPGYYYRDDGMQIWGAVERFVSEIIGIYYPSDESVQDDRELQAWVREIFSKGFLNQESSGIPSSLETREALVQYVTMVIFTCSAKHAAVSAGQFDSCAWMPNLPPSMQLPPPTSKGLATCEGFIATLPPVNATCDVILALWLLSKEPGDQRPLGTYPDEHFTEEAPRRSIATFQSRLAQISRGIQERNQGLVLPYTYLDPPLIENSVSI
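Screening format was qHTS against 50 nM purified 15hLO-2 in Hepes pH 7.5 with detergent. Activity follows hydroperoxide formation from 45 uM arachidonic acid, measured as 573:405 nm absorbance ratio of the ferric-xylenol orange complex.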
PNC inhibitor = blocks assembly of the perinucleolar compartment; PC3M PTB-GFP, PNC prevalence imaging, 16 h; active compounds read low; activity change (PNC), negative = inhibition, % at 10 µM; 3.1% of 140,000 active; AID 2417;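 active = readout at or below -70, meaning at least 70% loss of cells showing the perinucleolar compartment, a nuclear body marking cancer cells; inconclusive = readout between -30 and a set limit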;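 also: plate controls were DMSO wells for no effect and camptothecin positive control wells for full effect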
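PC3M cells stably expressing PTB-GFP, 750–1000 cells/well, treated 16 h at 37 °C with compound (23 nl of library stock), in duplicate. After paraformaldehyde fixation and Hoechst stain, imaged at 20x; PNC prevalence scored by image analysis.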
ALOX12 inhib = blocks human 12-lipoxygenase activity. 0.12% of 150,000 active. AID 1452. Potency, µM (doses to about 57.1 µM), for the others: top-dose activity change, negative = inhibition, most hits filed as inhibitors. P18054. purified 12-hLO, xylenol orange hydroperoxide absorbance; also: potency is read from the fitted curve at half-maximal effect; nearly all actives have a fitted effect of over 55% in size; many of its hits are not listed in these tables
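Lipoxygenase turnover measured by absorbance at 573 and 405 nm after Fe-XO development. Human 12hLO 150 nM, arachidonate 40 uM, pH 7.0 Hepes buffer with detergent; 15 min compound preincubation, 30 min reaction.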
* = called active by the depositor; [ ] = remark or other dose. Unless noted, calls follow the shape of the dose curve; as a rule, active = well fitted curve in the direction sought with a large enough effect; inconclusive = small, poorly fitted or top-dose-only effect, or another doubt; inactive = no such curve, though single readings can be large; an effect the other way counts as inactive or inconclusive. Unless noted, % is scaled to controls: 0 for no effect and ±100 for the full control effect. An excerpt (hit frequency here may not be typical).

How did Cc1nc(NCc2ccccc2)c2nc(-c3ccccc3)n(C3CCN(Cc4ccccc4)C3)c2n1 (stereo unspecified) do in these assays?
ALOX15B inhib: 28.3%; ALOX12 inhib: 0.5%

What do the screens show for `CCN(CC)S(=O)(=O)c1cccc(-c2n[nH]c(=S)n2/N=C/c2ccc(Br)cc2)c1`?
PNC inhibitor: -20.5; ALOX12 inhib: -1.2%

Results for COc1ccc(N=C2SC(CC(=O)Nc3ccccc3)C(=O)N2CC2CCCO2)cc1 (stereo unspecified) ?
IMPase inh: 0.6; ALOX15B inhib: -4.7%; PNC inhibitor: 1.8; ALOX12 inhib: -3.8%

How did O=C(O)C1CCCCC1C(=O)NCCc1ccncc1 (stereo unspecified) do in these assays?
IMPase inh: inconclusive; ALOX15B inhib: -2.6%; PNC inhibitor: inconclusive; ALOX12 inhib: 5.9%

How did N#C/C(=C\c1cn(CCOc2ccccc2)c2ccccc12)C(=O)NCc1ccco1 do in these assays?
IMPase inh: -4.3; ALOX15B inhib: -17.2%; PNC inhibitor: -21.2; ALOX12 inhib: 2.5%

Results for COC(=O)C(O)(CC(=O)Nc1cc(OC)c(OC)c(OC)c1)C(F)(F)F (stereo unspecified) ?
IMPase inh: -0.5; PNC inhibitor: 15.1; ALOX12 inhib: 3.9%

What do the screens show for `Cc1nc2sc(C(c3ccco3)N3CCOCC3)c(O)n2n1` (stereo unspecified)?
IMPase inh: -2.1; PNC inhibitor: inconclusive; ALOX12 inhib: -5.7%

How did Cc1cc(C)c(-n2nnnc2SC(C)C)c(C)c1 do in these assays?
PNC inhibitor: -17.9; ALOX12 inhib: 0.7%

What do the screens show for `CCc1nnc(NC(=O)c2ccc(-c3ccc(Cl)cc3)o2)s1`?
IMPase inh: -0.5; ALOX15B inhib: -10.2%; PNC inhibitor: inconclusive; ALOX12 inhib: 0.9%

How did COc1ccc(CC(=O)Nc2nc(C)cs2)cc1OC do in these assays?
IMPase inh: 1.0; ALOX15B inhib: 12.2%; PNC inhibitor: inconclusive; ALOX12 inhib: -5.2%

Results for Cc1cc(C)c(NC(=O)C2=CCN(S(=O)(=O)c3ccc(F)cc3)CC2)c(C)c1 ?
PNC inhibitor: 7.7; ALOX12 inhib: 0.1%

What do the screens show for `CCCCc1nccn1CCn1ccnc1CCCC`?
IMPase inh: 1.8; ALOX15B inhib: 17.1%; PNC inhibitor: -28.8; ALOX12 inhib: -4.2%

Results for Cc1nc(SC2CC(=O)N(c3cc(Cl)cc(Cl)c3)C2=O)nc2c1CCCC2 (stereo unspecified) ?
IMPase inh: 5.3; ALOX15B inhib: -7.3%; PNC inhibitor: 11.8; ALOX12 inhib: 6.0%

What do the screens show for `CCOc1ccc(/C=N/NC(=O)C(=O)NCc2ccco2)cc1`?
IMPase inh: -0.1; PNC inhibitor: 3.2; ALOX12 inhib: 2.4%

Results for CCS(=O)(=O)NCc1ccc2c(c1)cc(C)n2C ?
IMPase inh: 0.4; ALOX15B inhib: -2.0%; PNC inhibitor: inconclusive; ALOX12 inhib: -0.1%

What do the screens show for `CSCCC(NC(=O)c1ccco1)C(=O)O` (stereo unspecified)?
IMPase inh: -2.4; ALOX15B inhib: -2.6%; PNC inhibitor: -17.1; ALOX12 inhib: 1.7%

How did CC(C)N(C(=O)COC(=O)CNC(=O)c1ccc(Br)cc1)c1ccccc1 do in these assays?
IMPase inh: -1.9; PNC inhibitor: inconclusive; ALOX12 inhib: 0.3%

Results for Cc1ccc(NC(=O)CN2CCCCCC2)c(Br)c1 ?
IMPase inh: 9.3; ALOX15B inhib: -15.3%; PNC inhibitor: 32.9; ALOX12 inhib: -9.3%

What do the screens show for `Cn1c(C(=O)Nc2ccc3c(c2)OCCO3)cc2c(=O)n(C)c3ccccc3c21`?
IMPase inh: 6.2; ALOX15B inhib: -3.1%; PNC inhibitor: 18.9; ALOX12 inhib: 1.0%

How did CCOC(=O)c1c(NC(=O)Cn2nnc(-c3ccc(Cl)cc3)n2)sc(C)c1C do in these assays?
IMPase inh: -11.1; ALOX15B inhib: -3.0%; PNC inhibitor: 7.4; ALOX12 inhib: -1.4%

Results for CC1CCN(S(=O)(=O)c2cn(C)c(=O)n(C)c2=O)CC1 ?
IMPase inh: -15.4; ALOX15B inhib: 0.2%; PNC inhibitor: inconclusive; ALOX12 inhib: 0.1%

How did Cn1c(SCC(=O)Nc2ccc3c(c2)OCO3)nnc1-c1cnccn1 do in these assays?
IMPase inh: -7.9; ALOX15B inhib: 3.6%; PNC inhibitor: -1.7; ALOX12 inhib: -3.4%

Results for CCC(C)OC(=O)C1=C(C)O[C@]23OC(N)=C(C#N)[C@]12C(=O)c1ccccc13 (stereo partly specified) ?
IMPase inh: -19.5; PNC inhibitor: -100.0*; ALOX12 inhib: 7.0%

How did CC(=O)N1CCN(Cc2nc3cc(NS(C)(=O)=O)ccc3n2C)CC1 do in these assays?
IMPase inh: 0.7; ALOX15B inhib: -3.6%; PNC inhibitor: -24.5; ALOX12 inhib: 3.2%

Results for COc1ccc(C(=O)N2CCc3cc(OC)c(OC)cc3C2c2cccc([N+](=O)[O-])c2)cc1OC (stereo unspecified) ?
IMPase inh: 15.7; ALOX15B inhib: 0.6%; PNC inhibitor: 27.1; ALOX12 inhib: -0.7%

How did CCOC(=O)N1N=C(CC)CC1(O)C(F)(F)F (stereo unspecified) do in these assays?
IMPase inh: 9.8; PNC inhibitor: -85.9*; ALOX12 inhib: -1.0%

How did COC(=O)[C@@H](NC(=O)NCc1cccc(OC)c1)C(C)C do in these assays?
IMPase inh: 3.0; ALOX15B inhib: 5.4%; PNC inhibitor: 17.6; ALOX12 inhib: -8.7%

How did Cc1cccc(C(C)C)c1NC(=O)COC(=O)COc1ccc2c(C)cc(=O)oc2c1 do in these assays?
IMPase inh: 6.2; PNC inhibitor: 13.8; ALOX12 inhib: 1.6%

What do the screens show for `COc1cc(C(=O)Oc2ccccc2/C=N/NC(=O)c2ccc(C)cc2)cc(OC)c1OC`?
IMPase inh: 7.7; ALOX15B inhib: -4.9%; PNC inhibitor: 87.1; ALOX12 inhib: -8.6%

What do the screens show for `COc1ccc(NC(=O)CN2CCN(c3ccc(F)cc3)CC2)cc1Cl`?
IMPase inh: inconclusive; ALOX15B inhib: -1.2%; PNC inhibitor: 3.1; ALOX12 inhib: -5.7%

Results for N=c1oc2ccccc2cc1-c1nc2ccccc2c(=O)[nH]1 ?
IMPase inh: inconclusive; ALOX15B inhib: 3.4%; PNC inhibitor: -24.8; ALOX12 inhib: -10.3%

Results for Cc1ccccc1NC(=S)NCC(c1cccnc1)N1CCOCC1 (stereo unspecified) ?
PNC inhibitor: inconclusive; ALOX12 inhib: 0.7%

What do the screens show for `O=C(CSc1nnc(COc2ccccc2F)n1-c1ccccc1)NCc1ccco1`?
IMPase inh: 6.8; ALOX15B inhib: -10.6%; PNC inhibitor: inconclusive; ALOX12 inhib: 0.7%

How did O=C(O)CCCNS(=O)(=O)c1ccccc1 do in these assays?
PNC inhibitor: -15.1; ALOX12 inhib: -1.2%

How did O=c1c2c3c(sc2nc2n1CCC2)CCC3 do in these assays?
IMPase inh: 0.6; ALOX15B inhib: -7.5%; PNC inhibitor: inconclusive; ALOX12 inhib: 0.3%

What do the screens show for `CCOC(=O)C1CCN(c2c(NCCN3CCCCC3C)c(=O)c2=O)CC1` (stereo unspecified)?
IMPase inh: 1.9; PNC inhibitor: inconclusive; ALOX12 inhib: 2.0%

What do the screens show for `COc1cc2c3c(c1)/C(=C1/SC(=S)NC1=O)C(=O)N3C(C)(C)C=C2C`?
IMPase inh: -1.9; PNC inhibitor: -18.2; ALOX12 inhib: 0.6%

How did O=C(COC(=O)CSc1ccc2ccccc2c1)NCc1ccc2c(c1)OCO2 do in these assays?
PNC inhibitor: 1.9; ALOX12 inhib: -3.0%

Results for Cc1cc(=O)[nH]c(SCCOc2ccc(OC(C)C)cc2)n1 ?
IMPase inh: 4.1; ALOX15B inhib: -7.9%; PNC inhibitor: 35.8; ALOX12 inhib: -1.8%

How did C/C(=C1/C(=O)N(c2ccc([N+](=O)[O-])cc2)N=C1c1ccccc1)N(C)C do in these assays?
IMPase inh: 5.4; ALOX15B inhib: -18.1%; PNC inhibitor: 9.8; ALOX12 inhib: -16.3%

The closing 2 records of the section above lead into the next.
Results for Cc1cc(=O)[nH]c(SCCOc2ccc(OC(C)C)cc2)n1 ?
IMPase inh: 4.1; ALOX15B inhib: -7.9%; PNC inhibitor: 35.8; ALOX12 inhib: -1.8%

How did C/C(=C1/C(=O)N(c2ccc([N+](=O)[O-])cc2)N=C1c1ccccc1)N(C)C do in these assays?
IMPase inh: 5.4; ALOX15B inhib: -18.1%; PNC inhibitor: 9.8; ALOX12 inhib: -16.3%

What do the screens show for `Cc1c(NC(=O)c2nn3c(C(F)(F)F)cc(-c4ccccc4)nc3c2Cl)c(=O)n(-c2ccccc2)n1C`?
PNC inhibitor: 20.7; ALOX12 inhib: 1.4%

Results for Cc1ccccc1CS(=O)(=O)c1snnc1C ?
IMPase inh: 6.8; ALOX15B inhib: 13.8%; PNC inhibitor: -20.4; ALOX12 inhib: -0.5%

How did CSc1nnc(C)c(=O)n1COC(=O)c1ccc(S(=O)(=O)N2CCOCC2)cc1 do in these assays?
IMPase inh: 2.5; PNC inhibitor: -15.3; ALOX12 inhib: 4.6%

What do the screens show for `CC(=O)Nc1ccc(S(=O)(=O)n2nc(-c3ccc(C)cc3)nc2N)cc1`?
IMPase inh: 0.9; ALOX15B inhib: -0.8%; PNC inhibitor: -15.1; ALOX12 inhib: -4.5%

How did CCOC(=O)N1CCN(C(=O)C2CCCN(S(=O)(=O)c3ccccc3)C2)CC1 (stereo unspecified) do in these assays?
IMPase inh: -0.6; ALOX15B inhib: -8.6%; PNC inhibitor: 29.4; ALOX12 inhib: -0.1%

How did COc1ccccc1N1CCN(C(=O)c2ccc3c(Cl)c4c(nc3c2)CCCC4)CC1 do in these assays?
PNC inhibitor: 5.3; ALOX12 inhib: -1.3%

What do the screens show for `COc1ccc(N(CC(=O)NN=C2CCCC2)S(=O)(=O)c2ccccc2)cc1`?
IMPase inh: 2.9; ALOX15B inhib: -1.2%; PNC inhibitor: 16.6; ALOX12 inhib: -3.9%

What do the screens show for `Cc1[nH]c2ccccc2c1/C=C/c1nc2ccccc2c(=O)n1-c1ccc([N+](=O)[O-])cc1`?
IMPase inh: -11.5; PNC inhibitor: inconclusive; ALOX12 inhib: -3.8%

Results for CC(C)NS(=O)(=O)c1ccc(CCC(=O)O)cc1 ?
IMPase inh: -7.3[1.84 µM]; ALOX15B inhib: 3.6%[11.4 µM]; PNC inhibitor: -7.3; ALOX12 inhib: -3.1%

How did COc1ccc(CNc2ccc(S(N)(=O)=O)cc2)c(OC)c1OC do in these assays?
IMPase inh: -12.5; ALOX15B inhib: 6.2%; PNC inhibitor: -21.4; ALOX12 inhib: -0.2%

How did CN1CCN(C(=O)c2ccc(N(Cc3ccc(Cl)cc3)S(C)(=O)=O)cc2)CC1 do in these assays?
IMPase inh: -1.6; ALOX15B inhib: 10.1%; PNC inhibitor: -20.5; ALOX12 inhib: 0.6%

Results for O=C(N/N=C/c1ccco1)c1ccccc1OCc1ccc(Br)cc1 ?
PNC inhibitor: 11.8; ALOX12 inhib: 2.8%

What do the screens show for `Cc1ccccc1C(=O)N/N=C/c1ccccn1`?
PNC inhibitor: 30.4; ALOX12 inhib: 4.2%

What do the screens show for `CCCn1c(N)c(C(=O)CSc2nc3ccccc3n2CCC#N)c(=O)n(C)c1=O`?
IMPase inh: 1.7; ALOX15B inhib: -13.2%; PNC inhibitor: 10.5; ALOX12 inhib: -1.4%

Results for CSc1cccc(NC(=O)Nc2ccc(Cl)cc2)c1 ?
IMPase inh: 9.2; ALOX15B inhib: -2.6%; PNC inhibitor: -2.0; ALOX12 inhib: 3.9%

Results for O=S(=O)(NC1CC1)c1ccc(S(=O)(=O)N2CCCC(c3nc(-c4cccnc4)no3)C2)cc1 (stereo unspecified) ?
IMPase inh: 26.2; ALOX15B inhib: -1.4%; PNC inhibitor: inconclusive; ALOX12 inhib: 1.0%

Assay outcomes from PubChem.
